PriA SSB inh = inhibitors of Klebsiella pneumoniae PriA binding to SSB C-terminal tail, primary screen, biochemical, AlphaScreen. PriA–SSB C-terminal tail interaction (Klebsiella pneumoniae). AlphaScreen SSBct-PriA binding, biotinylated peptide. inhibition, % at 33 µM. hit rate 0.6% among 430,000; in the data active = inhibition mostly above about 37%, no sharp cut-off; inactive = mostly below about 20%;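 also: plate controls were negative control peptide for no effect and reference peptide for full effect; strong numbers were not always called active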
The depositor's hits bear a star; & = joins results of further samples. This is a subset (hit frequency here may not be typical).

SMILES	PriA SSB inh
CCCCc1nc(SCC(=O)NC)c2c(=O)n(C)c(=O)n(C)c2n1	-13
CCN1CCN(C(=O)N2CCSC(c3cc(F)ccc3F)CC2)C(=O)C1=O (stereo not drawn)	0
CC(C)Oc1ccc(C(O)=C2C(=O)C(=O)N(CCN3CCNCC3)C2c2ccc(C(C)C)cc2)cc1 (stereo not drawn)	2
O=C(Nc1ccc2ncsc2c1)C(c1ccccc1)c1ccccc1	-12&-10
COc1ccc(OC2CCN(C(=O)c3ccc(=O)[nH]n3)C2)nn1 (stereo not drawn)	-13
CCOc1ccc(-c2ccc(N3CCN(C(=O)c4sc(-c5ccccc5)nc4C)CC3)nn2)cc1	-9
COC(=O)c1sc2ccccc2c1NC(=O)c1ccc(Br)s1	-12
Cc1cc(C)nc(N=C2NC(=O)CS2)n1	-6
CCOc1ccc(-n2ccnc2SCC(=O)Nc2ccccc2F)cc1	14
Cc1ccc(C)c(C(=O)NCCn2nc(C)cc2C)c1	-8
Cc1ccc(-n2c(C)nc3ccc(NC(=O)Cc4cccs4)cc3c2=O)cc1	1
O=c1c2sccc2nc(SCc2nc(-c3ccc(Cl)cc3)no2)n1C1CC1	-3
COc1ccc(CNC(=O)Cn2c(C)nc3c(sc4nc(C)cc(C)c43)c2=O)cc1	-7
Cc1cc(C)cc(NC(=O)CSc2nc(N)c(NC(=O)c3ccco3)c(=O)[nH]2)c1	-5
COc1cccc2cc(C(=O)NCC(C)(O)c3ccco3)oc12 (stereo not drawn)	4
COc1cc(/C=C\C(=O)Nc2nc3c(s2)CCc2ccccc2-3)cc(OC)c1OC	-3
Cc1nc(-n2nc(-c3ccco3)cc2NC(=O)c2ccc([N+](=O)[O-])o2)[nH]c(=O)c1C	-16
Cc1ccc(CN2c3ccccc3C(=O)/C(=C/NCc3cccs3)S2(=O)=O)cc1	-12
CCNC(=O)C1Cc2ccccc2N1C(=O)c1cc(Cl)ccc1OC (stereo not drawn)	0
Cc1cccc2sc(NC(=O)c3cc([N+](=O)[O-])ccc3Cl)nc12	3
COc1ccc(-c2n[nH]c(=S)n2N=Cc2cccn2C)cc1	0
C/C(C=NNC(=O)c1nn(C)c(C)c1Br)=C\c1ccccc1	0
NC(CS(=O)(=O)c1ccccn1)=NOC(=O)c1ccc(Cl)cc1	-1
CSc1ccc(C=Nn2c(COc3ccccc3)n[nH]c2=S)cc1	-11
Cc1cc(C)c(-c2csc(NC(=O)Cc3cccc4ccccc34)n2)c(C)c1	-16
Additional records
SMILES	PriA SSB inh
COC(=O)N1CCC(CNC(=O)C2CC(=O)N(c3ccc(F)cc3)C2)CC1 (stereo not drawn)	-1
COc1cccc2cc(C(=O)NCC3CCN(S(=O)(=O)c4cccnc4)CC3)oc12	-2
CCCCc1ccc(NS(=O)(=O)c2sc(C(=O)OC)c(C)c2C(=O)OC)cc1	-12
COc1coc(C(=O)NC(C)CCc2ccccc2)cc1=O (stereo not drawn)	-6
CC1(C)CC(=O)C2=C(C1)OC1=C(C(=O)CC(C)(C)C1)C2c1ccccc1OCc1ccc(Cl)cc1Cl	0
C=CCc1cc(C=NNC(=O)CSc2nnc(CCCc3ccc(OC)c(C)c3)o2)cc(OC)c1O	-11
O=C(NCC[C@H](O)c1cccs1)Nc1cccc(C(F)(F)F)c1	-7
Cc1[nH]c2ccccc2c1C=NNc1cccc(C(=O)O)c1	6
Cc1ccc(NC(=O)C(=O)NCC(c2ccsc2)N2CCOCC2)cc1F (stereo not drawn)	-7
COc1ccccc1C(=O)NCCc1ccc(N2CCCC2)cc1	10
Cn1cccc1C=Nn1c(-c2ccc(Cl)cc2)n[nH]c1=S	-11
O=C(Cc1ccc(-c2ccccc2)cc1)NCC1(O)Cc2ccccc2C1	-9
Cc1cc(N)n(-c2ncnc3sc(C)c(C)c23)n1	3
Cc1nc(-n2nc(-c3cccs3)cc2NC(=O)CCC2CCCC2)[nH]c(=O)c1C	-14
COc1ccc(NS(=O)(=O)c2c(C)cc(C)c(N(C)S(C)(=O)=O)c2C)cc1	-11
O=C(Cn1cnc2c(sc3ncccc32)c1=O)Nc1ccccc1C(F)(F)F	-14
CCOc1ccccc1C(=O)N1CC(n2cc(-c3ccccc3)nn2)C1	-17
O=C(Cc1ccccc1)NN=Cc1ccccc1Cl	-18
CC(C)C(=O)Nc1sccc1C(N)=O	9
CCOC(=O)NC(=O)C(N=Nc1cc(C)cc(C)c1)=C(C)O	-24
CCOC(=O)Cn1c(Cl)c(C=O)sc1=O	1
Cc1ccc(NC(=O)C(=O)NCc2ccc(C=NNC(=O)c3c(C)nc4ccccn34)o2)cc1	-14
O=C(Cc1csc(SCc2ccc(Br)cc2)n1)NC1CCCC1	-10
COc1ccc(C=NNS(=O)(=O)c2ccc(C)cc2)cc1OC(=O)c1ccccc1	16
O=C(NCc1ccccc1Cl)C(=O)NCC1CCN(C(=O)c2ccoc2)CC1	-4

Continued, starting with the last three of the part before.
SMILES	PriA SSB inh
O=C(Cc1csc(SCc2ccc(Br)cc2)n1)NC1CCCC1	-10
COc1ccc(C=NNS(=O)(=O)c2ccc(C)cc2)cc1OC(=O)c1ccccc1	16
O=C(NCc1ccccc1Cl)C(=O)NCC1CCN(C(=O)c2ccoc2)CC1	-4
COc1ccc(CCNc2nccn(-c3cccc(Cl)c3C)c2=O)cc1OC	32*
CC(C)(C)c1ccc(OCCCn2c(=O)oc3ccccc32)cc1	-2
CCOC(=O)c1ccc(-c2ccc(/C=C3/SC(=S)N(C(CCC(=O)O)C(=O)O)C3=O)o2)cc1 (stereo not drawn)	-8
Cc1nn(C)c(C)c1S(=O)(=O)NC[C@]1(O)CCc2ccccc2C1	-10
CN(C)S(=O)(=O)c1ccc(N)nc1	7
COc1ccccc1NC(=O)c1nnn(-c2ccccc2F)c1-c1ccncc1	-7
O=C(CN1C(=O)CNC1=O)Nc1cccc2ccccc12	2
O=C(O)CC1SC(=NN=C2C(=O)Nc3ccccc32)N(c2ccc(O)cc2)C1=O (stereo not drawn)	12
NC(=S)N=Cc1c(O)[nH]c(=O)[nH]c1=O	-7
CC1SC(C)C(=O)N(CC(=O)Nc2ccc(OC(F)(F)F)cc2)C1=O (stereo not drawn)	-2
O=C(CSc1nc2c(cnn2CCO)c(=O)[nH]1)Nc1cccc(C(F)(F)F)c1	-2
Cc1nc2cc(NS(=O)(=O)c3ccc(Cl)c(C(F)(F)F)c3)ccc2s1	5
CCn1c(SCC(=O)Nc2cccc(Cl)c2)nc2c(-c3ccccc3)csc2c1=O	-7
CN1C(=O)c2ccc(NC(=O)c3cccc(C(F)(F)F)c3)cc2C1=O	-12
CN(C)C=Nc1ncc(C(=O)c2ccc(-c3ccccc3)cc2)s1	-23
Cc1ccc(C(=O)Nc2ccccc2C(=O)N2CCC(Cc3ccccc3)CC2)cc1	-9
COc1ccc(Nc2nc3ccccc3nc2NS(=O)(=O)c2cccs2)cc1OC	-1
COc1cc(-c2ccc(C)cc2)nc2ccc(C(=O)N3CCN(c4ccc(C(C)=O)cc4)CC3)cc12	-4
O=C(Nc1cccc(-c2ccc3nncn3n2)c1)C(c1ccccc1)c1ccccc1	-7
CCCS(CC1CC1(Cl)Cl)=NS(=O)(=O)c1ccc(C)cc1 (stereo not drawn)	-4
CCc1ccc(S(=O)(=O)NCCNC(=O)c2ccc(NC(=O)C3CC3)cc2)s1	-6
CCc1ccc(S(=O)(=O)N2CC(N3C(=O)C4CC=CCC4C3=O)C2)s1 (stereo not drawn)	-13
CC(=NNC(=O)c1ccc2c(c1)OCO2)c1ccc(NC(=O)c2ccc(F)cc2)cc1	6
CCC(=O)Nc1ccc(C(=O)NN=Cc2ccccc2[N+](=O)[O-])cc1	-3
CNC(=S)NN=Cc1ccc(-c2cc([N+](=O)[O-])ccc2Cl)o1	-6
(more compounds)
SMILES	PriA SSB inh
O=C(C1CCCN(c2ccc(-n3ccnc3)nn2)C1)N1CCN(c2ccc(C(F)(F)F)cn2)CC1 (stereo not drawn)	-5
CS(=O)(=O)N1CCC(C(=O)NCCn2ccc(-c3ccsc3)n2)CC1	-7
CCCCOc1ccc(S(=O)(=O)Nc2ccc(C(=O)O)cc2)cc1	7
C=CCN1C(=O)C(C)(C)COc2cc(NS(=O)(=O)c3ccc(OCCC)cc3)ccc21	-12
O=c1c2cc(-c3cccs3)nn2ccn1Cc1nc(-c2ccccc2Cl)no1	-2
COc1ccc(CCNC(=O)CCc2nc3sc4c(c3c(=O)[nH]2)CCC(C(C)(C)C)C4)cc1OC (stereo not drawn)	-8
O=C(Nc1cccc(Cl)c1Cl)C1CN(S(=O)(=O)C2CC2)C1	1
O=C(NCCc1csc(-n2cccn2)n1)c1nc2ccccc2s1	-18
O=C(CCn1cnc2c(cnn2-c2ccc(F)cc2)c1=O)NCc1c(F)cccc1F	-7
O=C(NN=C/C=C/c1ccccc1)c1n[nH]c2c1CCC2	3
O=C(NC(c1cccnc1)C1CCOCC1)C1CCCN1c1nc2ccccc2o1 (stereo not drawn)	-5
Cc1nc(C)c(C(=O)NCCn2ncc3c(=O)n(Cc4ccccc4F)cnc32)s1	-1
Cc1ccc(NC(=O)CSc2ccc(Cl)cc2)c(C)c1	-1
CC(C)CCN1C(=O)CCc2cc(N)ccc21	32
CCOC(=O)C(C)Sc1nnc(Cn2c(=O)sc3ccccc32)n1-c1cccc(Cl)c1 (stereo not drawn)	0
Cc1ccc(-c2c(C(=O)NN=Cc3cccc(Cl)c3)nnn2-c2nonc2N)cc1	1
Cc1nc2ccccc2c(=O)n1N=Cc1ccc(N(C)C)cc1	-5
Cc1ccc(=O)n(CC(=O)Nc2ccccc2-c2csc(C)n2)n1	-2
O=C(CSc1ccc(NC(=O)c2ccco2)nn1)Nc1ccc2c(c1)OCCO2	-14
NC(P(=O)(O)O)P(=O)(O)O	-7
COc1ccc(CCNC(=O)c2ccc(=O)n(Cc3ccc(F)cc3)n2)cc1OC	-6&-3
O=C(Nc1cnn(C[C@H]2COc3ccccc3O2)c1)Nc1c(F)cccc1F	0
CC1(C(=O)Nc2ncc(Cc3ccc(Br)cc3)s2)Cc2ccccc2C(=O)O1 (stereo not drawn)	-5
COCCNC(=O)c1ccc(Cn2c(SCC(N)=O)nc3ccccc3c2=O)cc1	6
O=C(CS(=O)(=O)Cc1ccccc1)Nc1nc(-c2ccncc2)cs1	-34

Structures shown so far containing a tert-butyl group, in the order listed:
SMILES	PriA SSB inh
CC(C)(C)c1ccc(OCCCn2c(=O)oc3ccccc32)cc1	-2
COc1ccc(CCNC(=O)CCc2nc3sc4c(c3c(=O)[nH]2)CCC(C(C)(C)C)C4)cc1OC (stereo not drawn)	-8

Some of these compounds in order of molar mass, high to low.
SMILES	PriA SSB inh
COCCNC(=O)c1ccc(Cn2c(SCC(N)=O)nc3ccccc3c2=O)cc1	6
O=C(Nc1cnn(C[C@H]2COc3ccccc3O2)c1)Nc1c(F)cccc1F	0
Cc1ccc(=O)n(CC(=O)Nc2ccccc2-c2csc(C)n2)n1	-2

Next records
SMILES	PriA SSB inh
COc1ccc(-c2cc(=O)oc3cc(OCC(=O)N4C[C@H]5C[C@H](C4)c4cccc(=O)n4C5)ccc23)cc1	-1
CC(=NNC(=O)CC1(C)OCCO1)c1cccs1	-8
CCn1ccnc1CN1CCN(C)CC1	0
CN(C)CCON=C(c1ccc(Br)cc1)c1cccnc1	-9
COc1ccc(C(=S)N2CCN(C(=S)c3cccc(Br)c3)CC2)cc1	-5
O=C(CSc1ncc(-c2ccccc2)[nH]1)Nc1nc2ccccc2s1	37*
O=C(Cc1cc(-c2ccccc2)on1)Nc1cccnc1	-3
CN1CCc2c(sc(N=Cc3cc(Cl)ccc3O)c2C#N)C1	0
CC(=NNc1ncc(C(F)(F)F)cc1Cl)c1ccncc1	2
O=C(NCc1nnnn1-c1ccc(Cl)cc1)NC1CCCCC1	6
Cc1nc(NCCNC(=O)C(C)(C)Oc2ccc(Cl)cc2)cc(Nc2ccccn2)n1	-6
Cc1nnc(C2CCN(C(=O)c3cc(-c4cccs4)on3)CC2)s1	-19
C[C@H]1C(=O)NCCN1C(=O)CN1C(=O)c2ccccc2C1=O	-10
CC(CC(=O)Nc1ccc2c(c1)OCCO2)=NNC(=O)COc1ccccc1C	-19
CCCC(=NNC(=O)c1cccc(Cl)c1)c1ccccc1	5
COc1cc(C)c(S(=O)(=O)Nc2cccc(-c3ccc(N4CCCC4)nn3)c2)cc1C	3
COc1ccc(N2CCCS2(=O)=O)cc1NC(=O)COc1ccccc1C	1
Cc1ccc(S(=O)(=O)Nc2ccc3c(c2)N(C(=O)C2CCCC2)CC3)s1	-1
Cn1cc(S(=O)(=O)N2CCCN(S(=O)(=O)C3CCCCC3)CC2)cn1	-4
O=C(Nc1cccc2ccccc12)c1ccc(S(=O)(=O)N2CCCCC2)cc1	-5
Cc1cnc2n(c1=O)C[C@H](C(=O)Nc1ccc(OC(F)(F)F)cc1)CS2	-1
Cc1cn2nnc(C(=O)NCc3ccc(N4CCCC4=O)cc3)c2c(=O)[nH]1	-16
Cc1cccc(OC2CCN(C(=O)c3ccc(Br)o3)CC2)n1	3
COc1ccc(Cl)cc1S(=O)(=O)Oc1ccccc1NC(C)=O	-3
COc1ccc(CCN2C(=O)CSC2=NNC(=O)c2cccs2)cc1OC	-5
Nc1cccc(-c2csc(-c3ccccc3)n2)c1	20
O=C(NCc1nccc(N2CCCC2)n1)c1cccc(Cl)c1	-17
Cc1cccc(NC(=O)c2ccc(=O)n(C)n2)n1	0

Another view of 4 compounds above.
smiles | PriA SSB inh
O=C(CSc1ncc(-c2ccccc2)[nH]1)Nc1nc2ccccc2s1 | 37*
O=C(Cc1cc(-c2ccccc2)on1)Nc1cccnc1 | -3
CN1CCc2c(sc(N=Cc3cc(Cl)ccc3O)c2C#N)C1 | 0
CC(=NNc1ncc(C(F)(F)F)cc1Cl)c1ccncc1 | 2

Source: PubChem (Small Molecule Screening Facility, UW Madison)
